Bioassay records: PubChem BioAssay, several laboratories
Dynein transport – inhibitors of GR-EGFP nuclear translocation, primary screen, dynein cargo transport inhibitor project, imaging, high-content, 3617.4 mouse cells | AID 1381, 2008 | 220,000 compounds, 0.47% hits | test concentration mostly 20 µM; stimulated with dexamethasone, 1 µM; stronger effect = lower value | z-score, hits read low;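 active = plate z-score of nuclear minus cytoplasmic receptor signal below a set negative limit, without overly bright fluorescence or cell loss, cut at about -3.5 in these data, passing the limit was not always enough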;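 note: z-score of nuclear minus cytoplasmic ring GR-EGFP intensity difference per well; some compounds called inactive have numbers as strong as hits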
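Also added: dexamethasone, 1.0 µM final. Medium: tet-free, stripped-serum medium. Detection: fixed, Hoechst-stained cells imaged at 10x for EGFP. Read-out: nuclear-to-cytoplasmic GR-EGFP distribution per well. Times: induction 48 h, compound 1 h, agonist 30 min.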
Ins promoter up – insulin promoter activators in MIN6 cells, imaging, high-content screening, mouse beta cells | 190,000 compounds, 0.3% hits | MIN6 insulin promoter-GFP reporter; stronger effect = higher value | z-score at 5 µM;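 active = z-score above 3 at 5 µM with at least 500 cells counted in the well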
Autophagy HCS – autophagy modulators in MEF cells, primary screen, imaging, high-content, MEF GFP-LC3; 190,000 compounds, 0.98% hits; calls only at 10 µM (by protocol); AID 463193, 2010; MEF GFP-LC3 puncta imaging; test concentration mostly 10 µM;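 active = percentage of spot-positive cells more than 3 SD above its plate mean, without a fluorescence outlier flag or 80% toxicity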;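 note: spot-positive cell cutoff set from DMSO-treated cells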
MT stabilize HCS – microtubule stabilizers in HeLa cells, primary screen, imaging, high-content imaging; % tubulin-high responders, % at 10 µM; HeLa tubulin immunostaining HCS, 24 h; share of cells brighter than vehicle mean+2SD; 200,000 compounds, 0.83% hits;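 active = plate Z-score above 3 for both tubulin-high and condensed-nucleus cell shares, with cell loss under 80%, at 10 µM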;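 note: anti alpha tubulin signal scored within the nucleus-defined area of each cell; some results filed as inactive read as strong as hits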
HIV peptide binding – inhibitors of HIV fusion peptide binding, primary screen, biochemical, uHTS, fluorescence dequenching (AID 1986); cell-free peptide binding, fluorescence dequenching, 30 min; higher % means a stronger effect; 290,000 compounds, 0.3% hits; inhibition, % at 20 µM, or IC50 in µM where a hit was titrated; in the data active = inhibition mostly above about 52%, no sharp cut-off; inactive = mostly below about 76%; note: some results filed as inactive read as strong as hits
AID2073 – inhibitors of Mint1-CaV2.2 protein interaction, biochemical, HTRF (AID 2073); Voltage-dependent N-type calcium channel subunit alpha-1B (Homo sapiens); one-dose inhibition, % at 20 µM; IC50 in µM for titrated hits; 290,000 compounds, 0.19% hits; HTRF protein-protein interaction, Mint1-CaV2.2; higher % means a stronger effect; in the data active = inhibition mostly above about 51%, no sharp cut-off; note: some results filed as inactive read as strong as hits
Yfh1-depleted yeast – enhancers of respiration in Yfh1-depleted yeast, dose response, Friedreich's ataxia, plus single-dose screen (AID 1465). S. cerevisiae Yfh1-off respiration, WST-1 reduction, 72 h; higher fold induction means a stronger effect. fold induction at 50 µM, or EC50 in µM where a hit was titrated. 220,000 compounds, 0.074% hits;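 active = fold induction of absorbance versus untreated yeast above a set limit, then at least 30% activation at any dose in follow-up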;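 note: activators that raise dye reduction in frataxin-depleted yeast; strong numbers were not always called active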
b-catenin transl – modulators of beta-catenin nuclear translocation, primary screen, imaging, HeLa cells, immunofluorescence, high-content; nuclear translocation activity, % at 5 µM; 190,000 compounds, 0.3% hits;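 active = nuclear translocation activity above 50% at 5 µM, with a well cell count of 50 or more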;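 note: per-cell ratio of nuclear to cytoplasmic median beta-catenin stain intensity; plate controls were DMSO negative control for no effect and GSK-3 inhibitor IX positive control for full effect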
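Test system: human HeLa cells, endogenous beta-catenin. Times: 24 h compound exposure, 37°C. Measured by: beta-catenin immunofluorescence imaging with DAPI.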
WT yeast gro inh – growth inhibition of WT strain, primary screen, mitochondrial fusion inhibitor project, WT and mutant strains, chemical genetic; mitochondrial fusion phenotypic screen; inhibition, % at 10 µM; 190,000 compounds, 2.1% hits; AID 1362, 2008; in the data active = inhibition above about 58%; tested in S. cerevisiae
WT yeast gro inh mutant strain – further read-out of WT yeast gro inh, marked with its call; inhibition, %; mitochondrial fusion phenotypic screen, mutant strain inhibition
Dynein transport cytoplasmic EGFP – second read-out of Dynein transport, no call of its own (marks repeat the call); z-score; measured here: cytoplasmic GR-EGFP intensity; stronger effect = higher value
Dynein transport nuclear GR-EGFP – further read-out of Dynein transport, marked with its call; z-score; measured here: nuclear GR-EGFP intensity;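 lower value marks the stronger effect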
Dynein transport cell count – also measured in Dynein transport; calls as there; z-score; measured here: cell count per field
Ins promoter up cell count – second read-out of Ins promoter up, no call of its own (marks repeat the call); cell count; measured here: cytotoxicity, nuclei count;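 total cells summed across four imaged fields per well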
b-catenin transl cell count 5 µM – second read-out of b-catenin transl, no call of its own (marks repeat the call); cell count; measured here: cell count, cytotoxicity flag
MT stabilize HCS Hoechst-high % – further read-out of MT stabilize HCS, marked with its call; % Hoechst-high responders; measured here: nuclear condensation Hoechst responders;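 share of cells brighter than vehicle mean plus two SD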
MT stabilize HCS cytotoxicity % – second read-out of MT stabilize HCS, no call of its own (marks repeat the call); toxicity, %; measured here: cytotoxicity by cell density;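 0% = mean cell density of plate MIN control wells and 100% = no cells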
Autophagy HCS cell loss 18 h – also measured in Autophagy HCS; calls as there; toxicity, %; measured here: cell loss, nuclei count;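 cell loss after 18 h compound exposure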
Starred values were filed as active, the others as inactive.

Results for COCCn1c(-c2ccccc2)nc(=S)c2c1CC(C)(C)OC2 ?
Dynein transport: 2.01; Ins promoter up: 1.14; Autophagy HCS: inactive; MT stabilize HCS: 1.7; HIV peptide binding: 1.4%; AID2073: 13.3%; Yfh1-depleted yeast: inactive; WT yeast gro inh: -2.9; WT yeast gro inh mutant strain: -2.1; Dynein transport cytoplasmic EGFP: -0.0467; Dynein transport nuclear GR-EGFP: 0.851; Dynein transport cell count: 0.488; Ins promoter up cell count: 1160; MT stabilize HCS Hoechst-high %: 1.4; MT stabilize HCS cytotoxicity %: 7.0; Autophagy HCS cell loss 18 h: -2.3

How did Cc1ccc(OC(=O)c2c(C)nn(-c3ccccc3)c2C)cc1 do in these assays?
Dynein transport: -1.26; Ins promoter up: -0.65; HIV peptide binding: 0.0%; AID2073: -2.9%; Yfh1-depleted yeast: inactive; b-catenin transl: -3.9; Dynein transport cytoplasmic EGFP: -0.156; Dynein transport nuclear GR-EGFP: -0.545; Dynein transport cell count: 0.452; Ins promoter up cell count: 1526; b-catenin transl cell count 5 µM: 1232

What do the screens show for `COc1ccc(-c2cn[nH]c2-c2ccc(OCc3ccccc3)cc2O)cc1OC`?
Dynein transport: -0.762; HIV peptide binding: -3.4%; AID2073: 12.8%; Yfh1-depleted yeast: inactive; b-catenin transl: -0.4; Dynein transport cytoplasmic EGFP: -0.279; Dynein transport nuclear GR-EGFP: -0.428; Dynein transport cell count: 1.43; b-catenin transl cell count 5 µM: 1381

What do the screens show for `O=C1c2ccccc2C(=O)N1CC#CCN1CCN(C2CCCCC2)CC1`?
Dynein transport: 3.76; Autophagy HCS: inactive; MT stabilize HCS: 4.4; HIV peptide binding: 1.6%; AID2073: -3.2%; Yfh1-depleted yeast: inactive; b-catenin transl: -3.1; WT yeast gro inh: 23.2; WT yeast gro inh mutant strain: 21.5; Dynein transport cytoplasmic EGFP: -0.117; Dynein transport nuclear GR-EGFP: 1.96; Dynein transport cell count: -1.89; b-catenin transl cell count 5 µM: 1070; MT stabilize HCS Hoechst-high %: 2.1; MT stabilize HCS cytotoxicity %: 6.4; Autophagy HCS cell loss 18 h: -20.0

What do the screens show for `O=C(c1c(Cl)nc2sccn12)N1CCCc2ccccc21`?
Dynein transport: -1.35; Ins promoter up: 0.77; Autophagy HCS: inactive; MT stabilize HCS: 4.4; HIV peptide binding: 0.2%; AID2073: -4.4%; Yfh1-depleted yeast: inactive; b-catenin transl: -0.9; WT yeast gro inh: 12.8; WT yeast gro inh mutant strain: 5.0; Dynein transport cytoplasmic EGFP: -0.157; Dynein transport nuclear GR-EGFP: 0.0847; Dynein transport cell count: 0.975; Ins promoter up cell count: 1614; b-catenin transl cell count 5 µM: 958; MT stabilize HCS Hoechst-high %: 2.5; MT stabilize HCS cytotoxicity %: 8.6; Autophagy HCS cell loss 18 h: -4.5

What do the screens show for `O=C(Nc1nc2ccc3ccccc3c2s1)c1ccc(N2CCCCC2)c([N+](=O)[O-])c1`?
Dynein transport: -0.0393; Ins promoter up: -0.69; Autophagy HCS: inactive; MT stabilize HCS: 5.9; HIV peptide binding: 0.9%; AID2073: 9.8%; Yfh1-depleted yeast: inactive; b-catenin transl: -2.8; WT yeast gro inh: 3.0; WT yeast gro inh mutant strain: 6.6; Dynein transport cytoplasmic EGFP: -0.202; Dynein transport nuclear GR-EGFP: -0.228; Dynein transport cell count: 0.719; Ins promoter up cell count: 1474; b-catenin transl cell count 5 µM: 1165; MT stabilize HCS Hoechst-high %: 2.4; MT stabilize HCS cytotoxicity %: 5.3; Autophagy HCS cell loss 18 h: 19.2

How did O=C(COC(=O)Cc1cccc(C(F)(F)F)c1)Nc1cccc2ccccc12 do in these assays?
Dynein transport: -0.935; Ins promoter up: 0.48; Autophagy HCS: inactive; MT stabilize HCS: 6.7; HIV peptide binding: 2.4%; AID2073: -1.2%; Yfh1-depleted yeast: inactive; b-catenin transl: 0.0; WT yeast gro inh: -4.0; WT yeast gro inh mutant strain: -4.7; Dynein transport cytoplasmic EGFP: -0.0811; Dynein transport nuclear GR-EGFP: -0.711; Dynein transport cell count: 0.202; Ins promoter up cell count: 1549; b-catenin transl cell count 5 µM: 1077; MT stabilize HCS Hoechst-high %: 2.4; MT stabilize HCS cytotoxicity %: 7.3; Autophagy HCS cell loss 18 h: -2.1

How did Cc1ccccc1C(=O)Nc1nnc(-c2ccncc2)o1 do in these assays?
Dynein transport: -0.463; Ins promoter up: 0.94; Autophagy HCS: inactive; MT stabilize HCS: 4.3; HIV peptide binding: -1.2%; AID2073: 32.4%; Yfh1-depleted yeast: inactive; b-catenin transl: -4.0; WT yeast gro inh: -0.1; WT yeast gro inh mutant strain: 4.6; Dynein transport cytoplasmic EGFP: -0.246; Dynein transport nuclear GR-EGFP: 0.356; Dynein transport cell count: -0.504; Ins promoter up cell count: 1615; b-catenin transl cell count 5 µM: 1046; MT stabilize HCS Hoechst-high %: 2.7; MT stabilize HCS cytotoxicity %: 5.1; Autophagy HCS cell loss 18 h: -4.0

What do the screens show for `CCCC1CCc2c(sc(N)c2C(N)=O)C1` (stereo not drawn)?
Dynein transport: -0.469; Ins promoter up: -0.04; Autophagy HCS: inactive; MT stabilize HCS: 2.3; HIV peptide binding: -1.8%; AID2073: 17.4%; Yfh1-depleted yeast: inactive; WT yeast gro inh: 22.8; WT yeast gro inh mutant strain: 25.1; Dynein transport cytoplasmic EGFP: 0.139; Dynein transport nuclear GR-EGFP: -0.00308; Dynein transport cell count: -0.614; Ins promoter up cell count: 934; MT stabilize HCS Hoechst-high %: 0.6; MT stabilize HCS cytotoxicity %: 3.2; Autophagy HCS cell loss 18 h: 31.5

What do the screens show for `COc1cc2nc(CN3CCC(C(O)(c4ccccc4)c4ccccc4)CC3)[nH]c(=O)c2cc1OC`?
Dynein transport: 0.623; Ins promoter up: -0.37; Autophagy HCS: inactive; MT stabilize HCS: 4.8; HIV peptide binding: 0.5%; AID2073: 9.9%; Yfh1-depleted yeast: inactive; b-catenin transl: 1.7; WT yeast gro inh: -5.3; WT yeast gro inh mutant strain: 2.7; Dynein transport cytoplasmic EGFP: -0.162; Dynein transport nuclear GR-EGFP: 0.838; Dynein transport cell count: -0.138; Ins promoter up cell count: 1257; b-catenin transl cell count 5 µM: 1057; MT stabilize HCS Hoechst-high %: 3.8; MT stabilize HCS cytotoxicity %: 6.0; Autophagy HCS cell loss 18 h: -7.5

What do the screens show for `COc1ccc(C2CC(c3ccc(OC)cc3)n3nc(NS(C)(=O)=O)nc3N2)cc1` (stereo not drawn)?
Dynein transport: -0.00822; Ins promoter up: 1.19; HIV peptide binding: 2.6%; AID2073: 9.3%; Yfh1-depleted yeast: inactive; b-catenin transl: 1.2; Dynein transport cytoplasmic EGFP: -0.0623; Dynein transport nuclear GR-EGFP: -0.00144; Dynein transport cell count: -0.0146; Ins promoter up cell count: 1470; b-catenin transl cell count 5 µM: 1298

How did Cc1cc(C)nc(SCNC(=O)c2ccc(F)cc2)n1 do in these assays?
Dynein transport: -0.502; Ins promoter up: 0.72; Autophagy HCS: inactive; MT stabilize HCS: 4.6; HIV peptide binding: 0.7%; AID2073: -56.8%; Yfh1-depleted yeast: inactive; b-catenin transl: -0.2; WT yeast gro inh: -2.5; WT yeast gro inh mutant strain: 3.5; Dynein transport cytoplasmic EGFP: -0.352; Dynein transport nuclear GR-EGFP: -0.273; Dynein transport cell count: 0.916; Ins promoter up cell count: 1611; b-catenin transl cell count 5 µM: 1415; MT stabilize HCS Hoechst-high %: 4.8; MT stabilize HCS cytotoxicity %: 6.1; Autophagy HCS cell loss 18 h: 8.5

Results for CC1(C2CC(C(F)(F)F)n3nc(C(=O)O)cc3N2)CC1 (stereo not drawn) ?
Dynein transport: -0.527; Ins promoter up: 0.57; Autophagy HCS: inactive; MT stabilize HCS: 5.3; HIV peptide binding: -1.2%; AID2073: 0.8%; Yfh1-depleted yeast: inactive; b-catenin transl: -1.2; WT yeast gro inh: -14.2; WT yeast gro inh mutant strain: 2.0; Dynein transport cytoplasmic EGFP: -0.253; Dynein transport nuclear GR-EGFP: 0.102; Dynein transport cell count: 0.506; Ins promoter up cell count: 1371; b-catenin transl cell count 5 µM: 1052; MT stabilize HCS Hoechst-high %: 2.2; MT stabilize HCS cytotoxicity %: 2.1; Autophagy HCS cell loss 18 h: -17.0

How did COc1ccc(/C=N/NC(=O)c2ccccc2)cc1CN1CCN(c2ccc(F)cc2)CC1 do in these assays?
Dynein transport: 0.869; Ins promoter up: -0.08; Autophagy HCS: inactive; MT stabilize HCS: 2.7; HIV peptide binding: 1.9%; AID2073: -4.7%; b-catenin transl: 0.5; WT yeast gro inh: -10.8; WT yeast gro inh mutant strain: -20.3; Dynein transport cytoplasmic EGFP: -0.209; Dynein transport nuclear GR-EGFP: 1.19; Dynein transport cell count: -0.299; Ins promoter up cell count: 1784; b-catenin transl cell count 5 µM: 1413; MT stabilize HCS Hoechst-high %: 1.2; MT stabilize HCS cytotoxicity %: 6.2; Autophagy HCS cell loss 18 h: -24.0
